EBV LMP1 NFkB – Epstein-Barr LMP1 NF-kappaB reporter inhibition; hit rate 0.69% among 350,000; LMP1-induced NF-kappaB luciferase reporter cells, luminescence; inhibition, % at 12.5 µM; in the data active = inhibition above about 41%; inconclusive = no clear call, values can overlap the other calls;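 also: 0% = neutral control wells and 100% = reference inhibitor control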
NCOA3 inh – inhibits human SRC3 coactivator; hit rate 0.17% among 360,000; inhibition, % at 3.6 µM; HEK293 GAL4-SRC3 luciferase reporter, luminescence;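 active = inhibition above a per-campaign cutoff, the mean of all compounds plus 3 SD, cut at about 60% in these data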;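 also: 0% = DMSO-treated cells and 100% = gossypol-treated cells at 36 µM; higher means less SRC3-driven luciferase light from the GAL4 reporter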
COUP-TFII inh – NR2F2 (human) inhibition, primary screen. P24468. HEK293T NGFI-A luciferase reporter, luminescence. inhibition, % at 8.6 µM. hit rate 0.7% among 370,000;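 active = inhibition above a per-plate cutoff, mean inhibition of test wells between control levels plus 3 SD, cut at about 38% in these data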;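 also: cells cotransfected with COUP-TFII expression vector driving the NGFI-A reporter; 0% = median of COUP-TF2 test wells and 100% = reporter-only cells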
Target sequence (P24468 whole entry, looked up): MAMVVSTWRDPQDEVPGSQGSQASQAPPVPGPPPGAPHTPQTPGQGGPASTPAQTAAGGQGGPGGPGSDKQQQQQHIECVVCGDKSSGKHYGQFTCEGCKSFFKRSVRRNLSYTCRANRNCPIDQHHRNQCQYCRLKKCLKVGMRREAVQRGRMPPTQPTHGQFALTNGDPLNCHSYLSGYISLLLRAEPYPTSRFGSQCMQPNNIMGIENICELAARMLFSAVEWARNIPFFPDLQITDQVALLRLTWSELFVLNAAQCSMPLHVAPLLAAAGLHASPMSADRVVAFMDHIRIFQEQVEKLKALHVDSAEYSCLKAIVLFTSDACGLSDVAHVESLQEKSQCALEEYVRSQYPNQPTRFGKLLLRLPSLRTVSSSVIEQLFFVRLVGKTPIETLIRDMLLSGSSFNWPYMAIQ
TLR9-MyD88 block – blocks human TLR9 binding to MyD88 | Q9NR96+Q99836 | CHO BLA complementation TLR9-MyD88, CCF4 FRET ratio | inhibition, % at 4.98 µM | hit rate 0.21% among 340,000 | AID 504734;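 active = inhibition above the mean over all tested compounds plus 3 SD, cut at about 21% in these data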;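 also: 0% = DMSO only wells and 100% = clavulanate BLA inhibitor control wells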
LRH-1 inv ag – NR5A2 inverse agonism in reporter assay; HEK293T StAR-luciferase reporter, LRH-1 transfected, 24 h; inhibition, % at 3.6 µM; hit rate 0.13% among 360,000; AID 602396;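 active = inhibition above the mean inhibition of all tested compounds plus 3 SD, cut at about 73% in these data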;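 also: 0% = DMSO wells and 100% = reporter-only cells lacking LRH-1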
Vif imaging – inhibitors of HIV Vif; HEK293T cells, Vif self-association by quenched fluorescence, imaging, 24 h; inhibition, % at 7.49 µM; hit rate 0.35% among 340,000; in the data active = inhibition above about 50%, passing the limit was not always enough; inconclusive = no clear call, values can overlap the other calls; inactive = below about 31%; also: some results filed as inactive read as strong as hits
TROY NFkB inh – blocks TROY-dependent signaling in reporter cells | Q293 LMP1-TROYcd NF-kB luciferase reporter, 4 h | inhibition, % at 10 µM | hit rate 0.98% among 360,000;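 active = compounds whose plate-normalised and pattern-corrected inhibition of the luciferase reporter signal at the single screening dose is 50% or more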
TRAIL sens C8 – sensitizes caspase-8 expressing cells to TRAIL; AID 624354; hit rate 1% among 360,000; inhibition (viability loss, TRAIL sensitization), % at 10 µM; NB7+C8 cells + TRAIL, ATPlite viability luminescence;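 active = compounds causing at least 50% loss of cell viability in the single-dose screen, relative to plate controls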
NCOA2 inhibitor – inhibits human steroid receptor coactivator 2 | HEK293 GAL4-SRC2 luciferase reporter, luminescence | inhibition, % at 9 µM | hit rate 0.17% among 370,000 | AID 651957;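 active = inhibition above the mean inhibition of all tested compounds plus 3 SD, set per campaign, cut at about 52% in these data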;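 also: 0% = DMSO treated cells and 100% = cells given Gossypol at 36 µM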
NOD2 RIPK2 PPI – NOD2-RIPK2 protein interaction inhibition; O43353; CHO BLA complementation NOD2-RIPK2, CCF4 ratio; inhibition, % at 4.98 µM; hit rate 0.38% among 360,000; AID 624267; in the data active = inhibition above about 21%;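 also: 0% = vehicle only and 100% = reference blocker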
Target sequence (O43353 whole entry, looked up): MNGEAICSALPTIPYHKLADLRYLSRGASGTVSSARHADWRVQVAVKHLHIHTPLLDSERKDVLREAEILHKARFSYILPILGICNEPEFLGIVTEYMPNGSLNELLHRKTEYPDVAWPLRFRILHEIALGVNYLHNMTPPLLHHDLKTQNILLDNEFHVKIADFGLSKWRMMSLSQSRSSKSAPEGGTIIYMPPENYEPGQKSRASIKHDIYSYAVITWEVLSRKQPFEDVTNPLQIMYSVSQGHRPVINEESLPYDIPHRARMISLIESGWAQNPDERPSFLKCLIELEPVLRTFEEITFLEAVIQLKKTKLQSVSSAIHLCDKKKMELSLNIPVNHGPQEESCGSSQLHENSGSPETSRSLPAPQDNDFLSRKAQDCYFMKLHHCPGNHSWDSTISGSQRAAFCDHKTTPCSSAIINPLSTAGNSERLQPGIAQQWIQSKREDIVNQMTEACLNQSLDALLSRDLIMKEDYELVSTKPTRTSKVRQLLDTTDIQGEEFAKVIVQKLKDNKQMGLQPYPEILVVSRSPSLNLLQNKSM
NCOA1 inh – inhibitors of human steroid receptor coactivator 1 (SRC1); Q15788; HEK293 GAL4-SRC1 luciferase reporter, luminescence; hit rate 0.12% among 360,000; AID 588354; inhibition, % at 3.6 µM;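 active = inhibition above the campaign mean plus 3 SD, with each screening campaign given its own cutoff, cut at about 60% in these data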;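 also: 0% = DMSO treated cells and 100% = gossypol at 36 µM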
* = called active by the depositor; u = inconclusive; x = not tested or not shown. The list is partial; count on the stated rates, not on these rows.

canonical_smiles	EBV LMP1 NFkB	NOD2 RIPK2 PPI	NCOA3 inh	NCOA2 inhibitor	COUP-TFII inh	TRAIL sens C8	TROY NFkB inh	LRH-1 inv ag	NCOA1 inh	TLR9-MyD88 block	Vif imaging
COc1cc(CNCCCN2CCOCC2)c(Br)cc1OCC(=O)Nc1ccccc1C	-16	-11	15	5	-5	6	17	-11	-5	-2	-3
CCC1=NN(C(=O)c2ccccc2Br)C(O)(c2ccc(Br)cc2)C1 (stereo not drawn)	-94	-1	9	-4	-10	0	4	-10	4	-7	-3
COc1cc(C(O)c2nc(/C=C/c3ccc(C(F)(F)F)cc3)cs2)ccc1F (stereo not drawn)	x	-2	-22	-5	7	5	-2	-33	-1	x	-6
COc1cccc(NC(=O)COc2ccc(C)cc2)c1	-23	4	-49	-53	-31	3	-48	-64	-65	-1	5
CCn1cc(CN2CCN(C)C(CCO)C2)c2ccccc21 (stereo not drawn)	0	8	-7	3	-4	6	-11	12	4	-2	-19
CC(OC(=O)c1ccccc1Oc1ccccc1)C(=O)NC1CC1 (stereo not drawn)	-8	-7	8	19	4	-3	59*	8	-8	0	24
Cc1ccc2nsnc2c1NC(=O)CCl	0	2	-5	-4	-6	0	5	22	-44	-8	-5
Cc1ccc(C)c(NC(=O)c2ccc[n+](Cc3ccc([N+](=O)[O-])cc3)c2)c1	-4	-3	14	2	0	-2	x	6	2	6	1
CC(C)(C)c1cc(NC(=O)c2ccco2)no1	-6	5	-111	-55	-16	43	2	-129	-102	18	1
CC(C)NC(=O)Nc1ccc2c(c1)C(=O)N([C@H](C)CO)C[C@H](C)[C@@H](CN(C)C(=O)NC1CCCCC1)O2	-2	-7	-20	-27	-3	3	-13	5	-5	-3	6
Cc1cccc(NC(=S)N/N=C/c2ccc(Cl)c([N+](=O)[O-])c2)c1	16	1	8	15	-11	4	-14	-20	12	2	-4
CC1=CC2=NC(=O)CC(C)(C(=O)N(CC(=O)NC3CCCC3)Cc3ccccc3)N2C=C1 (stereo not drawn)	-2	3	3	1	-1	0	-17	12	10	-9	16
COC(=O)[C@]1(CC(C)C)N[C@H](c2ccc(-c3ccc(Cl)c(Cl)c3)cc2)[C@@H]2C(=O)N(C)C(=O)[C@@H]21	14	-2	-5	-11	-5	29	12	4	-7	0	-2
C[C@H](CO)N1C[C@H](C)[C@@H](CN(C)C(=O)Nc2ccccc2)Oc2c(NS(=O)(=O)c3cccs3)cccc2C1=O	3	-10	-6	-7	-5	14	1	6	-7	7	-12
Cc1ccc(CN2CCN(/N=C/c3ccccc3)CC2)cc1	6	0	6	-20	-27	10	-21	14	-3	-7	-7
O=C(/C=C/c1ccc(F)cc1)NCCNC(=O)/C=C/c1ccc(F)cc1	-8	-8	-2	1	-4	-2	1	5	-4	x	-5
Cc1ccc(C(=O)OCC(=O)NCc2ccc(Cl)cc2)s1	2	-5	-9	-21	7	3	0	-2	21	3	-9
O=C(Cc1ccc(S(=O)(=O)N2CCOCC2)s1)N1CCN(c2ccc(C(F)(F)F)cc2[N+](=O)[O-])CC1	0	5	10	15	24	21	18	-4	-17	0	-3
C=C(C)CNC(=S)Nc1cccc(S(=O)(=O)NC2=NCCC2)c1	-1	-2	7	-16	8	-7	0	6	-11	7	-2
Cc1ccc(CNCc2ccccc2Cl)cc1	-13	-2	-4	-19	3	-7	-19	-4	-60	-8	-12
COc1cc(C(=O)OCC(=O)NC2CC2)cc(OC)c1OC	0	-10	13	-9	-21	-9	-1	-15	1	-14	11
COc1cc(CN2CCCCCC2)cc(OC)c1O	-8	4	-12	-9	4	-3	0	16	-21	13	19
CN(C)CCNC(=O)NC(=O)c1ccc(Cl)cc1	0	-8	0	-40	7	4	10	-10	-6	5	-18
Cc1ccccc1C(=O)NC(NC(=S)Nc1ccc(S(N)(=O)=O)cc1)C(Cl)(Cl)Cl (stereo not drawn)	7	1	19	10	2	-5	-18	7	4	0	-11
COc1cccc(NS(=O)(=O)c2cc(C)sc2C)c1	2	-13	-3	0	-11	-3	2	4	-1	1	-16
Cc1cc(C)c(OCC(=O)OCC(=O)NC2CCC(C)CC2)c(C)c1 (stereo not drawn)	0	-5	14	-19	0	10	-1	-6	-16	-2	-7
COc1ccc(OC)c(NC(=O)COc2ccc(S(=O)(=O)N3CCCC3)cc2)c1	4	8	4	-9	11	-17	-13	12	-28	2	u
Cc1ccc([N+](=O)[O-])cc1S(=O)(=O)N(C(=O)c1ccncc1)c1ccc2oc3c(c2c1)CCCC3	2	-14	6	1	2	-15	22	3	9	-6	-9
Cc1ccc(C(C)(C)NC(=O)C2CCC(=O)N(Cc3ccccc3F)C2)cc1 (stereo not drawn)	-2	-9	1	-9	-5	-2	-11	-18	-1	-3	-4
CCCC(C(=O)NCC1CCCO1)N(Cc1ccco1)C(=O)CNS(=O)(=O)c1ccc(F)cc1 (stereo not drawn)	-2	-14	14	2	10	-3	-5	8	6	-12	16
N#CC1(NC(=O)COc2ccc(S(=O)(=O)N3CCCC3)cc2[N+](=O)[O-])CCCCC1	-3	7	-18	4	-3	40	15	5	17	5	10
COc1ccc(C2CC(c3ccccc3)=NN2C(=O)COC(=O)c2nc3nccc(C)n3n2)cc1 (stereo not drawn)	8	-7	-13	-23	13	-1	-7	-20	11	0	4
Nc1nncn1C(=O)c1ccccc1Cl	1	-27	14	4	2	-7	10	9	5	1	-3
CCOc1ccc(C(=O)NCc2ccco2)cc1Cl	-3	-6	-18	-28	-14	22	-4	-6	-42	1	-5
COC(=O)c1c(NC(=O)c2ccccc2OC)sc(C(=O)N2CCOCC2)c1C	-5	-5	-13	-17	10	-3	3	5	14	8	4
COc1cccc(CC2(CO)CCCN(Cc3[nH]c4ccc(C)cc4c3C)C2)c1 (stereo not drawn)	6	-3	8	-18	9	18	2	-11	-10	4	3
COc1cccc(C(=O)O/N=C(\N)Cc2ccc(Cl)cc2)c1	4	-6	-14	-22	-14	-2	-73	2	-9	2	1
CCn1ncc(C2=NOC(C(=O)NCC(C)C)C2)c1C (stereo not drawn)	-3	-1	-25	6	-26	-5	-4	3	-6	1	7
O=C(Nc1ccc([N+](=O)[O-])cn1)C1CCCCC1	0	-12	-8	2	8	5	-13	-1	-1	0	1
COc1cccc(NC(=O)C(c2ccccc2)N2CCN(c3ccccn3)CC2)c1 (stereo not drawn)	4	3	7	-34	8	3	-7	16	19	2	-1
COc1ccc(CNC(=O)CSc2nc3nc(C)cc(C)n3n2)cc1	-2	-7	3	-21	5	7	1	-43	3	-6	-6
Cc1ccccc1C(=O)N1CCN(c2ccc([N+](=O)[O-])c(NCc3ccco3)c2)CC1	20	-2	-4	0	5	7	17	-11	10	-10	-3
O=C(/C=C/c1ccc(Cl)cc1)N1CCN(c2ccc([N+](=O)[O-])c(N3CCOCC3)c2)CC1	21	-7	0	-21	8	26	56*	14	-2	-6	15
CC(C)C(C)(C#N)NC(=O)CSc1nncn1-c1ccccc1 (stereo not drawn)	-4	-32	16	-6	6	-9	-8	25	-42	-1	6
C=CCn1c(SCC(=O)Nc2c(C)n(C)n(-c3ccccc3)c2=O)nc2ccccc2c1=O	20	6	-13	13	5	-12	-10	3	3	1	21
COc1ccc(CNS(=O)(=O)NCc2ccc(C)cc2)cc1	-3	4	11	6	-3	-2	-13	-22	-20	4	0
Cn1nnc(NC(=S)NC(=O)c2ccc(-c3ccc(Br)cc3)o2)n1	-5	7	4	-17	-32	-12	-47	-1	-11	5	0
Nc1nc(Cn2nnc(-c3ccccc3Cl)n2)nc(N2CCOCC2)n1	-1	-1	6	-12	4	7	-2	-7	9	-7	1

An excerpt from above, limited to Vif imaging.
smiles,Vif imaging
CCn1ncc(C2=NOC(C(=O)NCC(C)C)C2)c1C (stereo not drawn),7
O=C(Nc1ccc([N+](=O)[O-])cn1)C1CCCCC1,1

Further entries:
canonical_smiles	EBV LMP1 NFkB	NOD2 RIPK2 PPI	NCOA3 inh	NCOA2 inhibitor	COUP-TFII inh	TRAIL sens C8	TROY NFkB inh	LRH-1 inv ag	NCOA1 inh	TLR9-MyD88 block	Vif imaging
Nc1cn(C2OC(CO)C(O)C2O)c(=O)[nH]c1=O (stereo not drawn)	-2	12	5	11	7	-8	1	10	-33	-1	-1
COc1ccccc1CNC(=O)COC(=O)C1CCN(S(=O)(=O)c2ccccc2)CC1	1	8	2	11	-1	4	2	0	-4	8	-12
CC(=O)Nc1ccc(NC(=O)CSc2nnc(-c3cccs3)n2C)cc1	7	3	-14	-5	6	-6	7	25	2	1	-2
CC(NC(=S)Nc1ccc(Cl)cc1)C(c1ccccc1)N1CCOCC1 (stereo not drawn)	8	3	22	-10	3	-5	2	21	-24	-3	-2
COc1cc(C(C2=C(O)CC(C)(C)CC2=O)C2C(=O)CC(C)(C)CC2=O)cc(OC)c1OC (stereo not drawn)	-2	-11	3	-23	-4	-4	8	-1	2	x	3
O=C(Cc1cccc(NC(=O)C2CCN(C(=O)c3ccccc3)CC2)c1)Nc1cccc(C(=O)N2CCOCC2)c1	-7	-8	-12	-5	-6	2	-11	-3	-4	4	6
